Bioassay records: PubChem, National Center for Advancing Translational Sciences (NCATS)
TDP1 cell noCPT: qHTS for Inhibitors of human tyrosyl-DNA phosphodiesterase 1 (TDP1): qHTS in cells in absence of CPT | DT40 Tdp1-/- hTDP1 cells, no CPT, ATP luminescence, 48 h | 15% of 420,000 active | AID 686978, 2013 | Potency, µM (doses to about 46.2 µM), for inactives: top-dose activity change, negative = growth inhibition, hits mostly inhibitors; also: nearly all actives have a fitted effect of over 55% in size
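Luminescent ATP content (CellTiter-Glo) served as the growth readout. Knockout chicken DT40 cells expressing human TDP1 were exposed to compounds without camptothecin for a minimum 48 hr at 37 °C.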
TDP1 inh: blocks human tyrosyl-DNA phosphodiesterase 1; recombinant TDP1, AlphaScreen DNA substrate cleavage; Potency, µM (highest dose often 130 µM), inactives show at the highest dose activity change, negative = inhibition, usual class: inhibitors; 0.28% of 350,000 active; AID 485290; also: nearly all actives have a fitted effect of over 40% in size
Target sequence (Q9NUW8 whole entry, looked up): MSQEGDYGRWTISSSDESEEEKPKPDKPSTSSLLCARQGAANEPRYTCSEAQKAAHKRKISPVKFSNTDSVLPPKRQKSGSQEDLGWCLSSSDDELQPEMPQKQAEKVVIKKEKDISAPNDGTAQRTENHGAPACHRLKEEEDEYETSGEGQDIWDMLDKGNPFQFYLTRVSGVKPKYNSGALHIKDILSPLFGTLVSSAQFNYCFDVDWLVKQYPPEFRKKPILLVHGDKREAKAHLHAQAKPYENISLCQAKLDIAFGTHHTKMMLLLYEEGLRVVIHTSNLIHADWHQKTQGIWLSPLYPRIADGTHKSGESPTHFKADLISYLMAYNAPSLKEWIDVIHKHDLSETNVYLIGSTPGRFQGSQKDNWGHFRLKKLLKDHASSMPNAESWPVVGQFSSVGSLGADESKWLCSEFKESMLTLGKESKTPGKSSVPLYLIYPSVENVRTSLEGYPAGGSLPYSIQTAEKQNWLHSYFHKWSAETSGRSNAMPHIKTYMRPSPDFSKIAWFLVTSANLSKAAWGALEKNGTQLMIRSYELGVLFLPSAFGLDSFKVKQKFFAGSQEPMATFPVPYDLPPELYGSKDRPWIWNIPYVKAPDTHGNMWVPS
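Tdp1 1 nM final; 15 min RT w/ cpd; substrate 15 nM, 5 min; beads 10 ug/ml, 10 min; AlphaScreen read. Neg ctrl: no enzyme.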
N370S GC: inhibitors or activators of N370S glucocerebrosidase for Gaucher disease; N370S GC spleen homogenate, 4MU-glucoside fluorescence; P04062; 0.092% of 330,000 active; Potency, µM (highest dose often 59.4 µM), without a hit: top-dose activity change, negative = inhibition, hits mostly inhibitors;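 also: 0% = full enzyme activity and -100% = no enzyme basal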
The depositor's hits bear a star; ? = inconclusive; nt = no result given; & = joins results of further samples. Calls follow the shape of the dose curve; as a rule, active = well fitted curve in the direction sought with a large enough effect; inconclusive = small, poorly fitted or top-dose-only effect, or another doubt; inactive = no such curve, though single readings can be large; an effect the other way counts as inactive or inconclusive. Unless noted, % is scaled to controls: 0 for no effect and ±100 for the full control effect; potency is read from the fitted curve at half-maximal effect. Some of the compounds tested, so the mix of outcomes need not match the whole.

SMILES	TDP1 cell noCPT	TDP1 inh	N370S GC
COc1ccc(S(=O)(=O)Nc2cccc3c2O[C@H](CN(C)Cc2ccc(-c4ccccc4)cc2)[C@@H](C)CN([C@H](C)CO)C3=O)cc1	?	3%	nt
COc1ccc(C(=O)Nc2ccccc2C(=O)N(Cc2ccco2)C(C(N)=O)C(C)C)cc1 (configuration not stated)	?	0%	3%
CCOc1ccccc1Oc1c(C)oc2c(CN3CCN(C)CC3)c(O)ccc2c1=O	-10%	-2%	-1%
CCOc1cc(C(=S)N2CCOCC2)ccc1OC(=O)c1cccc(C)c1	?	nt	-4%
COc1cccc(NC(=O)Nc2nc(-c3ccc(OC)c(OC)c3)cs2)c1	7.3µM*	0%	-4%
CCCCC(NC(C)=O)c1nc2ccccc2n1CCC (configuration not stated)	5.8µM*	7%	2%
O=S(=O)(Nc1ncccn1)c1ccc(NC(=S)NCCc2ccc(Cl)cc2)cc1	-28%	5%	1%
O=C(NCCc1ccc(F)cc1)C(=O)NCC(c1cccs1)S(=O)(=O)c1ccccc1 (configuration not stated)	?	7%	nt
Cc1ncc([N+](=O)[O-])n1CCOC(=O)NC(NCc1ccccc1)C(Cl)(Cl)Cl (configuration not stated)	-19%	1%	4%
COC(=O)c1cc(N2CCNCC2)nc2ccccc12	?	nt	-8%
O=C(NCCCn1ccnc1)/C(=C/c1ccccc1)NC(=O)c1ccccc1	?	-7%	5%
CCOc1ccc(OCC)c(C2C(C#N)=C(N)N(c3cccnc3)C3=C2C(=O)CC(C)(C)C3)c1 (configuration not stated)	2%	7%	-25%
CC(=O)Nc1cc2c(cc1Br)OCCO2	-26%	5%	-6%
CCc1nnc2c3ccccc3nc(Nc3cc(C)cc(C)c3)n12	3.7µM*	2%	nt
CCOc1ccccc1N1CCN(C(=S)Nc2ccc(S(=O)(=O)Nc3ncccn3)cc2)CC1	-1%	2%	-16%
CCC(=O)N1CCN(c2ccc(Cl)cc2NC(=O)c2ccc3c(c2)OCCO3)CC1	?	1%	-10%
CC(C)C(=O)N1CCN(c2ccc(NC(=O)COc3ccccc3[N+](=O)[O-])cc2)CC1	18µM*	-2%	26%
CN(C)C(=O)N1CCC(C(=O)NCc2ccc(F)cc2)CC1	3%	-2%	-2%
c1cncc(-c2nc(NCC3COc4ccccc4O3)c3ccccc3n2)c1 (configuration not stated)	?	8%	?
CC1Cc2ccccc2N1CC(=O)NC(=O)NC1CCCCC1 (configuration not stated)	-17%	3%	?
CCOC(=O)c1cccnc1SCC(=O)Nc1ccc(C)cc1	-5%	-2%	5%
COc1cc(/C=N/NC(=O)c2ccncc2)ccc1OCc1cnc(Cl)s1	-15%	7%	-12%
O=C(OCC(=O)N1CCc2ccccc21)c1ccc([N+](=O)[O-])o1	-25%	0%	nt
CCOc1cc(NC(=O)CC(C)C)c(OCC)cc1NC(=O)CCn1nnc2ccccc21	-14%	-10%	2%
CCCCn1c(N)c(N(CC(C)C)C(=O)CCNC(=O)c2ccccc2Cl)c(=O)[nH]c1=O	-12%	0%	-5%
O=c1cc(-c2ccsc2)oc2cc(-c3ccc4c(c3)OCO4)ccc12	?	7.1µM*	nt
CCOc1cccc(C(=O)N(Cc2ccc(CC)cc2)C2CCS(=O)(=O)C2)c1 (configuration not stated)	?	-1%	nt
CC(=O)N1c2ccc(S(=O)(=O)NCC3CCC(C(=O)Nc4ccccc4C)CC3)cc2CC1C (configuration not stated)	21µM*	5%	nt
CCOc1ccccc1N1CC(C(=O)Nc2cccc(S(=O)(=O)N3CCCCC3)c2)CC1=O (configuration not stated)	23µM*	3%	5%
Cc1ccc(Nc2cc(=O)[nH]c(=O)[nH]2)c(C)c1	-19%	-6%	?

Reprinted at random: seven compounds from above, in no set order.
SMILES	TDP1 cell noCPT	TDP1 inh	N370S GC
CC1Cc2ccccc2N1CC(=O)NC(=O)NC1CCCCC1 (configuration not stated)	-17%	3%	?
CN(C)C(=O)N1CCC(C(=O)NCc2ccc(F)cc2)CC1	3%	-2%	-2%
CCOc1cccc(C(=O)N(Cc2ccc(CC)cc2)C2CCS(=O)(=O)C2)c1 (configuration not stated)	?	-1%	nt
COc1cc(/C=N/NC(=O)c2ccncc2)ccc1OCc1cnc(Cl)s1	-15%	7%	-12%
Cc1ccc(Nc2cc(=O)[nH]c(=O)[nH]2)c(C)c1	-19%	-6%	?
CCCCn1c(N)c(N(CC(C)C)C(=O)CCNC(=O)c2ccccc2Cl)c(=O)[nH]c1=O	-12%	0%	-5%
CCC(=O)N1CCN(c2ccc(Cl)cc2NC(=O)c2ccc3c(c2)OCCO3)CC1	?	1%	-10%

Later entries
SMILES	TDP1 cell noCPT	TDP1 inh	N370S GC
O=C(NCCCN1CCCCCC1)c1ccc2c(Cl)c3c(nc2c1)CCCC3	-75%	0%	-6%
CS(=O)(=O)c1ccc(C(=O)Nc2cccc(-c3nc4ccccc4[nH]3)c2)cc1	26µM*	3%	-10%
O=C(OCC(=O)N1CCCCCC1)c1cnc(Cl)c(Cl)c1	8%	0%	nt
Cc1nn(C)c(N)c1[N+](=O)[O-]	-6%	9%	1%
Cc1ccc(S(=O)(=O)CCC(=O)Nc2ccc(S(=O)(=O)N(C)C)cc2)cc1	nt	2%	11%
O=C(N/N=C/CCc1ccccc1)c1ccccc1	-8%	6%	0%
COc1ccc(CC(=O)NNC(=O)c2nn(Cc3ccccc3)c(=O)c3ccccc23)cc1OC	-28%	4%	7%
COC(=O)c1ccc(OCC(O)CNC2CCCC2)cc1 (configuration not stated)	-15%	4%	0%
Cc1cc(NC(=O)c2cc(-c3cccc(Cl)c3)on2)no1	-8%	1%	-4%
Cc1ccc(S(=O)(=O)c2nc(NN(C)C)sc2Cl)cc1	?	1%	27%
Cc1ccc(NS(=O)(=O)c2ccc(C(=O)NCCCN3CCOCC3)cc2)cc1	-3%	-1%	-1%
CN1CCOc2cc(S(=O)(=O)NCc3ccc(S(N)(=O)=O)cc3)ccc21	-6%	5%	2%
O=C1CCC2c3ccc4ccccc4c3CCN12 (configuration not stated)	?	-2%	-6%
Cc1noc(C)c1CSc1nnc(-c2ccncc2)n1-c1ccc(Cl)c(Cl)c1	-22%	4%	-2%
CCc1ccc(NC(=O)CSc2nc3ccccc3c(=O)n2CCCC(=O)N2CCCC2)cc1	?	0%	5%
CCOC(=O)c1ccc(NC(=O)CSC2=NC(=O)C(CC)C(=O)N2)cc1 (configuration not stated)	?	0%	6%
COc1ccccc1N(CC(=O)NC1CCCC1)C(=O)c1csnn1	?	0%	1%
COc1cccc(CNC(=O)CCn2ccc3cc(S(=O)(=O)N4CCCC4)ccc32)c1	?	3%&0%	1%
CCCC[C@@H]1CNCCN1CCc1cccc2ccccc12	18µM*	-4%	-24%
O=c1[nH]nc(-c2ccc(F)cc2)cc1Cc1cccs1	-20%	4%	14%
CCc1ccc(/C=C/C(=O)c2ccc(S(=O)(=O)N(C)C)cc2)cc1	?	0%	12%
CN(C(=O)c1ccc2c(c1)OCO2)C1(C(=O)NC2CCCC2)CCCCC1	-23%	7%	4%
O=C(CN1CCN(S(=O)(=O)c2ccc(Br)cc2)CC1)N/N=C/c1cccnc1	-15%	1%	1%
COc1ccc(CNC2CCCCC2C)c(OC)c1 (configuration not stated)	?	0%	-7%
Cc1ccc(C)c(S(=O)(=O)Nc2cc3c4c(c2)CC(=O)N4CCC3)c1	?	3%	-7%
N#Cc1c(-c2cccc(F)c2)cc(-c2ccccc2)nc1Br	?	2%	6%
Cc1ccc(C)c(OCCNc2ccc([N+](=O)[O-])cn2)c1	-25%	nt	-9%
COC(=O)CCc1ccc(O)cc1	0%	nt	1%
Cc1ccc(NC(=O)COC(=O)c2ccc[n+]([O-])c2)c(Br)c1	18%	2%	nt
COc1ccc(C(CNC(=O)c2ccc(-c3nc4ccccc4s3)o2)N2CCCC2)cc1 (configuration not stated)	21µM*	3%	nt
COc1ccc(Cl)cc1NC(=O)C(C)n1nnc2sc3c(c2c1=O)CCCC3 (configuration not stated)	13µM*	2%	nt
O=C(COCC(=O)Nc1cccc(C(F)(F)F)c1)Nc1cccc(C(F)(F)F)c1	26µM*	5%	8%
Cn1c2c(c(=O)n(C)c1=O)C(NC(=O)c1cccs1)(C(F)(F)F)C(=O)N2 (configuration not stated)	-6%	0%	6%
COc1ccc(N(C(C)=O)c2nc3ccccc3[nH]2)cc1	?	nt	3%
O=C(NC(N1CCOCC1)C(Cl)(Cl)Cl)c1ccco1 (configuration not stated)	-18%	-6%	-13%
CCOC(=O)Cc1nnc(NC(=O)C(CC)Sc2nc(C)cc(=O)[nH]2)s1 (configuration not stated)	16µM*	0%	1%
Cc1[nH]c2ccccc2c1-c1csc(NC(=O)CSCCO)n1	-31%	8%	-8%
CCN(CC)C(=O)C[n+]1cccc(/C=N/O)c1	10%	0%	-3%
COc1cc(C(=O)OCC(=O)Nc2ccc(F)cc2F)cc(OC)c1OC	-13%	-3%	nt
CC(=O)c1ccc(NC(=O)c2ccc3c(c2)N(Cc2cccc(Cl)c2)C(=O)c2ccccc2S3=O)cc1 (configuration not stated)	?	0%	nt
Cc1ccc(N(CC(=O)Nc2c(C)cccc2C)S(C)(=O)=O)cc1	-17%	nt	0%
COCCNC(=O)c1cc(S(=O)(=O)N(C)c2ccccc2OC)ccc1C	?	5%	3%
COc1ccc(-c2cn3c(n2)sc2cc(C(=O)Nc4ccccc4F)ccc23)cc1	3.7µM*	5%	nt
CCN(C(=O)CSc1nnc(SC)s1)c1c(N)n(Cc2ccccc2)c(=O)[nH]c1=O	14%	1%	nt
CCSc1ccc(C(=O)Nc2ccc(-c3nc4ccc(C)cc4s3)cc2)cc1	?	8%	nt
COc1ccc(CNS(=O)(=O)c2cc(C(=O)Nc3cc(Cl)cc(Cl)c3)ccc2F)cc1	?	10%	nt
Cc1cc(NC(=O)NCC(F)(F)F)no1	-15%	nt	21%
CC1CCN(C(=S)c2ccc(-c3ccc(Cl)cc3Cl)o2)CC1	?	9%	9%
Cc1ccccc1C(=O)Nc1cccc(OCc2cc(=O)n3c(C)csc3n2)c1	-13%	6%	nt
CC(=O)NS(=O)(=O)c1ccc(NC(=O)c2ccc3c(c2)OCO3)cc1	10%	nt	-1%
CC(=O)Nc1ccc(SCC(c2ccccc2)N2CCN(CC(C)C)CCC2=O)cc1 (configuration not stated)	nt	9%	-14%
COCCNC(=S)NC(=O)CC12CC3CC(CC(C3)C1)C2	?	3%	2%
O=C(COc1ccc([N+](=O)[O-])cc1)NCC1(N2CCOCC2)CCCCC1	?	6%	nt
O=C(CSc1nc2c(c(=O)n1-c1ccc(Cl)cc1)SCC2)NCc1ccco1	-29%	6%	4%
COc1ccc(NC(=O)CSc2ccc(-c3ccccn3)nn2)cc1OC	16µM*	1%	0%
Clc1ccc(-c2nnc(SCc3ccon3)o2)c(Cl)c1	-9%	-7%	8%
Cc1cnc(CNc2cc(-c3ccc4c(c3)OCO4)ncn2)cn1	-11%	nt	17%
O=C(CCn1c(=O)c2sccc2n(CC(=O)Nc2ccccc2)c1=O)NCc1ccccc1Cl	?	2%	nt
CCOc1ccc2ccccc2c1CNc1nnnn1C	-1%	-8%	1%
COc1nc(NCc2cccnc2)nc(NC2CCCCC2)n1	-2%	5%	-24%

(more compounds)
SMILES	TDP1 cell noCPT	TDP1 inh	N370S GC
O=C(N/N=C/c1ccccn1)c1ccc(S(=O)(=O)N2CCCCCC2)cc1	-5%	1%	-16%
Cc1ccc(CCNS(=O)(=O)c2ccc3c(c2)C(C)(C)C(=O)N3C)cc1	?	nt	-3%
COc1cc(SC#N)ccc1N=Cc1c(C)[nH]n(-c2ccc(C)c(C)c2)c1=O	2.6µM*	8%	-2%
COc1cc(OC)c2ccc(=O)oc2c1C(CC(=O)N1CCCC1)c1ccc(N(C)C)cc1 (configuration not stated)	?	13%	?
COc1cc(/C=C/C(=O)OCC(=O)NCc2cccs2)ccc1OC(F)F	4%	0%	-12%
Cc1[nH]c2ccc(-c3nnc(SCC(=O)c4ccc(F)cc4)o3)cc2c1C	-29%	3%	-1%
Cn1nc(C(=O)OCC(=O)NCc2ccc(Cl)cc2)c2ccccc2c1=O	-17%	0%	nt
O=C(Oc1cc(Cl)ccc1Cl)C1=CC=CN2CCS(=O)(=O)N=C12	-22%	0%	nt
CC1=C(c2ccc(C)cc2)S(=O)(=O)NC1=NCCCN1CCN(c2ccc(F)cc2)CC1	15µM*	6%	nt
CCC[C@H](CN[C@@H](CNC)[C@H](C)O)NCCc1ccc(OC)cc1	-1%	nt	0%
